# Assay outcomes (PubChem)
# Autophagy HCS: autophagy modulation, high-content screen. MEF GFP-LC3 puncta imaging; test concentration mostly 10 µM. calls only at 10 µM (by protocol). 190,000 tested, 0.98% active;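 active = percentage of spot-positive cells more than 3 SD above its plate mean, without a fluorescence outlier flag or 80% toxicity; inconclusive = no clear call, values can overlap the other calls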;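 note: spot-positive cell cutoff set from DMSO-treated cells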
# M17LAP inhibition: P. falciparum M17LAP inhibitors, primary screen, biochemical, fluorogenic H-Leu-NHMec substrate, 1536-well (AID 1619); recombinant M17LAP, H-Leu-NHMec fluorogenic kinetic assay; higher % means a stronger effect; one-dose inhibition, % at 30 µM; IC50 in µM for titrated hits; 220,000 tested, 0.38% active;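 active = compound inhibiting the enzyme by more than half at any dose during confirmatory dose-response retesting; inconclusive = strong single-dose inhibitors picked by rank but not retested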;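 note: plate controls were full reaction with DMSO carrier for no effect and no enzyme background for full effect; strong numbers were not always called active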
# Dynein transport: blocks dynein driven cargo transport along microtubules; 3617.4 mouse cells, GR-EGFP nuclear translocation imaging; test concentration mostly 20 µM; stimulated with dexamethasone, 1 µM; stronger effect = lower value; AID 1381; 220,000 tested, 0.47% active; z-score, hits read low;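 active = plate z-score of nuclear minus cytoplasmic receptor signal below a set negative limit, without overly bright fluorescence or cell loss, cut at about -3.5 in these data, passing the limit was not always enough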;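 note: z-score of nuclear minus cytoplasmic ring GR-EGFP intensity difference per well; some compounds called inactive have numbers as strong as hits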
#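 Buffer or medium: tet-free medium with charcoal-stripped serum / Also added: dexamethasone agonist, 1.0 µM final, for 30 min / Timing: induction 48 h, compound 1 h, agonist 30 min / Measured by: high-content fluorescence imaging after fixation / Read-out: nuclear-to-cytoplasmic GR-EGFP distribution per well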
# P. falciparum M1AAP: P. falciparum M1AAP inhibitors, biochemical, fluorogenic H-Leu-NHMec substrate, 1536-well (AID 1445); recombinant M1AAP, H-Leu-NHMec fluorogenic kinetic assay; higher % means a stronger effect; inhibition, % at 30 µM, or IC50 in µM where a hit was titrated; 220,000 tested, 0.42% active;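 active = primary inhibition above the hit cutoff, then over 50% inhibition at one or more dose response concentrations, cut at about 23% in these data, passing the limit was not always enough; inconclusive = conflicting primary data, or primary hits not chosen for dose response; inactive = low primary inhibition, or under 50% at every dose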;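 note: plate controls were DMSO full reaction for no effect and no enzyme background for full effect; strong numbers were not always called active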
# MT stabilize HCS: microtubule stabilizers in HeLa cells. HeLa tubulin immunostaining HCS, 24 h; share of cells brighter than vehicle mean+2SD. % tubulin-high responders, % at 10 µM. 200,000 tested, 0.83% active. AID 2205;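 active = plate Z-score above 3 for both tubulin-high and condensed-nucleus cell shares, with cell loss under 80%, at 10 µM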;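 note: anti alpha tubulin signal scored within the nucleus-defined area of each cell; some results filed as inactive read as strong as hits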
# Ins promoter up: MIN6 insulin promoter up-regulation. z-score at 5 µM. 190,000 tested, 0.3% active. MIN6 insulin promoter-GFP reporter, high-content imaging; stronger effect = higher value;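 active = z-score above 3 at 5 µM with at least 500 cells counted in the well; inconclusive = wells under 500 cells, flagged as cytotoxic or low count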
# ER stress rescue: protection against thapsigargin-triggered cell killing – 384-well, CSM14.1, ATP luminescence, primary screen (AID 1222) | CSM14.1 thapsigargin-induced death rescue, ATP luminescence; higher % means a stronger effect | cellular ATP content (survival), % at 20 µM; hits with a dose series show EC50 in µM | 190,000 tested, under 10 active;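 active = EC50 below 50 µM in the dose-response confirmation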;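 note: death triggered by thapsigargin at about 15 µM added after 2 h compound pretreatment; cell ATP read after overnight thapsigargin exposure of roughly 18 to 22 hours; normalized against plate controls of thapsigargin alone and 5% DMSO vehicle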
# Yfh1-depleted yeast: enhancers of respiration in Yfh1-depleted yeast, dose response, Friedreich's ataxia, plus single-dose screen (AID 1465) | S. cerevisiae Yfh1-off respiration, WST-1 reduction, 72 h; higher fold induction means a stronger effect | fold induction at 50 µM; hits with a dose series show EC50 in µM | 220,000 tested, 0.074% active;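 active = fold induction of absorbance versus untreated yeast above a set limit, then at least 30% activation at any dose in follow-up; inconclusive = repeats straddling the limit, or above it without dose testing; inactive = fold induction below the set limit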;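 note: activators that raise dye reduction in frataxin-depleted yeast; strong numbers were not always called active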
# Hep lipid drop: modulators of hepatic lipid droplet formation; AML12 mouse hepatocytes, oleate lipid droplets, BODIPY imaging; inhibition, % at 6.5 µM; 240,000 tested, 0.4% active; AID 1656;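 active = lipid droplet intensity inhibited by at least 50%, with more than 500 cells counted; inconclusive = wells with under 300 cells, treated as cytotoxic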
#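 Material – AML12 mouse liver cells · Also added – oleate loading, 100 µM · Compound dosing – 6.5 µM single-point dosing · Times – overnight treatment with compound plus oleate · Measured by – fluorescence imaging, 20x objective, two fields per well · Read-out – percent inhibition of filter-corrected integrated lipid droplet intensity per well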
# Dynein transport cytoplasmic EGFP: also measured in Dynein transport; calls as there; z-score; measured here: cytoplasmic GR-EGFP intensity; stronger effect = higher value
# Dynein transport nuclear GR-EGFP: recorded beside Dynein transport, whose call it bears; z-score; measured here: nuclear GR-EGFP intensity;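 lower value marks the stronger effect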
# Dynein transport cell count: second read-out of Dynein transport, no call of its own (marks repeat the call); z-score; measured here: cell count per field
# Ins promoter up cell count: second read-out of Ins promoter up, no call of its own (marks repeat the call); cell count; measured here: cytotoxicity, nuclei count;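 total cells summed across four imaged fields per well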
# Hep lipid drop cells 6.5 µM: second read-out of Hep lipid drop, no call of its own (marks repeat the call); cell count; measured here: cell count, cytotoxicity flag;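 cells counted across two imaged fields per well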
# MT stabilize HCS Hoechst-high %: second read-out of MT stabilize HCS, no call of its own (marks repeat the call); % Hoechst-high responders; measured here: nuclear condensation Hoechst responders;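 share of cells brighter than vehicle mean plus two SD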
# MT stabilize HCS cytotoxicity %: recorded beside MT stabilize HCS, whose call it bears; toxicity, %; measured here: cytotoxicity by cell density;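 0% = mean cell density of plate MIN control wells and 100% = no cells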
# Autophagy HCS cell loss 18 h: second read-out of Autophagy HCS, no call of its own (marks repeat the call); toxicity, %; measured here: cell loss, nuclei count;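 cell loss after 18 h compound exposure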
# An asterisk follows results filed as active; i = inactive; ? = inconclusive; nt = no result given; & = joins results of further samples.
SMILES,Autophagy HCS,Autophagy HCS cell loss 18 h,M17LAP inhibition,Dynein transport,Dynein transport cytoplasmic EGFP,Dynein transport nuclear GR-EGFP,Dynein transport cell count,P. falciparum M1AAP,MT stabilize HCS,MT stabilize HCS Hoechst-high %,MT stabilize HCS cytotoxicity %,Ins promoter up,Ins promoter up cell count,ER stress rescue,Yfh1-depleted yeast,Hep lipid drop,Hep lipid drop cells 6.5 µM
Cc1c(Br)c([N+](=O)[O-])nn1C(C)C(=O)NCc1ccco1 (centres undefined),i,2,-2%,0.57,-0.12,0.45,-0.37,-5%,5.9,2.1,2.2,-0.13,1577,2.3%,i,-6,666
O=C(O)CCCCC1SCC2NC(=O)NC21 (centres undefined),i,-12,11%&2%,2.3&-0.5,-0.093&0.27,0.93&-0.27,-2.6&0.2,0%&-4%,2.0,1.0,9.7,-0.72&0.56,1356&895,-2.3%,i,1&-6,737&757
N#CCSc1nnc2c(Cl)cc(Cl)cn12,i,-10,1%,0.45,-0.22,0.2,0.059,-1%,1.8,3.0,15,0.08,1073,-0.5%,i,nt,nt
COc1ccc(NC(=O)COC(=O)/C=C/c2ccccc2[N+](=O)[O-])cc1,i,-6,-1%,-0.94,-0.18,-0.63,0.9,1%,2.8,2.4,3.7,nt,nt,-4.3%,i,10,698
CC(C)COc1ccc(Br)cc1CNC(C)(C)C,i,32,-9%,-0.11,-0.26,-0.0026,-0.027,-1%,1.8,1.4,7.2,-0.45,1381,-2.0%,i,-32,697
O=C(CC1S/C(=N/N=C/c2c[nH]c3ccccc23)NC1=O)Nc1ccccc1 (centres undefined),i,-5,0%,2,-0.24,0.41,-0.7,2%,2.2,3.1,0.2,0.38,1482,-0.3%,i,3,655
O=C1COc2ccc(-c3csc(NCC4CCCO4)n3)cc2N1 (centres undefined),i,6,13%,-0.29,-0.19,0.056,0.71,4%,2.0,3.4,18,-0.22,890,0.1%,i,nt,nt
CCN(CC)CCCNC(=O)c1ccc(OCC(=O)Nc2ccccc2C(F)(F)F)c(OC)c1,i,0,22%,-0.41,-0.12,-0.24,0.25,1%,1.8,4.0,2.9,-0.8,1164,-1.3%,i,-1,691
CC1CCN(CC(O)COc2ccc(F)cc2)CC1 (centres undefined),i,4,-2%,-0.38,-0.23,-0.042,0.61,2%,5.4,2.5,1.1,0.99,899,0.7%,i,nt,nt
COC(=O)c1c(NC(=O)COC(=O)CCS(=O)(=O)c2ccc(C)cc2)sc(C)c1C,i,26,-3%,3.1,-0.17,1.5,-2,0%,6.2,1.9,1.0,0.3,1426,1.0%,i,2,714
O=C(c1ccc2ccccc2n1)N1CCN(c2ccccc2Cl)CC1,i,-6,4%,-1.3,-0.23,-0.73,1.7,1%,2.3,1.9,3.7,-0.09,1351,-2.0%,i,1,660
CCc1nccn1C(=O)c1cnn2c(C(F)F)cc(-c3ccc(C)cc3)nc12,i,12,-13%,-1.1,-0.01,-0.84,0.11,18%,4.6,1.7,7.0,-1.1,1250,-2.0%,i,19,702
COC(=O)c1csc(S(=O)(=O)N2CCCCC2)c1OC,nt,nt,-3%,-0.84,-0.23,-0.37,0.19,-6%,nt,nt,nt,0.09,1002,nt,i,-6,700
O=[N+]([O-])c1cccc(/C=N/n2c(-c3cccnc3)n[nH]c2=S)c1,i,-12,-1%,1.7,-0.23,0.92,-0.53,8%,2.5,1.4,2.3,0.03,1347,8.2%,i,7,634
CC(C)(C)NC(=O)NC(=O)COC(=O)CNS(=O)(=O)/C=C/c1ccccc1,i,-9,6%,3.1,-0.12,1.9,-1.6,-1%,2.2,2.3,3.6,-1,1245,-0.9%,i,12,734
Cc1ccc(N(CC(O)CN2CCCC2)S(=O)(=O)c2ccccc2)cc1 (centres undefined),i,0,4%,-0.6,-0.27,-0.37,1,-2%,2.5,1.8,9.8,-0.81,1112,nt,i,nt,nt
COc1ccccc1NS(=O)(=O)c1cccc(NC(=O)C2CC(=O)N(Cc3ccccc3)C2)c1 (centres undefined),i,6,2%,0.18,-0.33,-0.23,-0.52,-3%,3.2,1.7,6.6,-1.1,1638,-2.0%,i,11,722
COc1ccc(CCNC(=O)C2CCN(C(=O)NC3CCCCC3)CC2)cc1,i,-1,6%,0.22,-0.24,0.49,0.46,0%,2.6,2.2,2.6,nt,nt,-2.8%,i,-6,717
C/C(CCc1ccccc1)=N\NC(=O)c1ccc(CN2CCOCC2)cc1,i,-10,-17%,0.12,-0.28,0.56,-0.023,2%,1.9,0.9,0.1,-0.11,1219,0.1%,i,-1,654
CC1(c2ccccc2)NC(=O)N(Cc2ccc([N+](=O)[O-])cc2)C1=O (centres undefined),i,5,-2%,-0.54,-0.22,-0.37,-0.002,2%,9.9,2.0,10,0.14,1416,0.7%,i,-20,567
c1ccc(-c2nn3c(-c4ccco4)nnc3s2)nc1,i,-3,1%,-0.45,0.27,-0.24,-0.54,7%,2.6,1.7,16,0.23,1222,-1.6%,i,nt,nt
O=S(=O)(NCc1ccccn1)c1ccccc1,i,-4,-11%,-0.51,0.32,-0.11,0.6,8%,1.0,1.2,7.6,-0.72,1002,-0.5%,i,11,792
CCCCCCCC#Cc1ccccc1/C=N/S(=O)c1ccc(C)cc1 (centres undefined),i,-4,-1%,0.83,-0.26,0.69,0.38,8%,4.6,4.6,7.0,-1.3,796,-6.0%,nt,-59,689
Cc1cc(C)c2c(n1)sc1c(N3CCCCC3)ncnc12,nt,nt,8%,-0.87,-0.25,-0.16,1.3,-4%,nt,nt,nt,-0.02,1083,nt,i,3,653
CC1C/C(=C/c2cccn2C)C(=O)/C(=C/c2cccn2C)C1 (centres undefined),i,-2,3%,-0.69,0.32,-0.00035,-0.12,12%,1.3,1.0,7.2,nt,nt,1.0%,i,7,746
OCCCNc1cc(-c2ccnc(Nc3cccc(Cl)c3)n2)ccn1,nt,nt,9%,1.8,-0.74,0.97,-0.016,6%,nt,nt,nt,?,nt,nt,i,77*,393*
C/C(=N\Nc1ccc(C(F)(F)F)cn1)c1ccc(S(=O)(=O)NCc2ccco2)cc1,i,-14,-2%,0.56,-0.15,0.28,-1.2,1%,3.1,1.5,2.0,0.12,1293,-0.2%,i,26,637
COc1ccc(S(=O)(=O)N2CCCC(C(=O)Nc3ccc(OC)c(OC)c3)C2)cc1 (centres undefined),i,15,-14%,-0.79,-0.38,-0.2,0.13,16%,3.6,2.9,8.7,-0.12,1500,-2.2%,i,nt,nt
CCCC(NC(=O)c1ccco1)c1nc2ccccc2[nH]1 (centres undefined),i,-18,18%,0.32,-0.29,1.2,-0.42,17%,2.8,3.1,10,1.1,1375,-1.2%,i,-14,744
COc1ccc(C(=O)NNC(=O)CSc2nnc(-c3ccc(O)cc3)n2C)cc1,i,10,17%,-0.9,-0.3,-0.88,1.5,57µM*,3.5,2.5,4.1,-0.44,1334,0.7%,i,2,658
COc1cc(OC)cc(C(=O)NC(=S)Nc2cc3oc4ccccc4c3cc2OC)c1,i,13,-1%,0.54,-0.22,0.42,-0.34,8%,3.3,5.3,11,nt,nt,1.3%,i,0,535
O=C(COc1ccccc1)N(Cc1ccco1)C1CCS(=O)(=O)C1 (centres undefined),i,-5,5%,-0.53,-0.086,-0.38,0.62,0%,2.1,1.6,8.3,0.19,1417,-0.4%,i,nt,nt
CCC(C)NC(=O)CCc1c(C)nc2nc(-c3cc(OC)cc(OC)c3)nn2c1C (centres undefined),i,1,6%,0.37,-0.085,0.33,-1.7,2%,2.8,1.6,5.6,-0.03,1114,-0.2%,i,nt,nt
Cc1nn(C)c(C(=O)Nc2ccc(S(=O)(=O)NC34CC5CC(CC(C5)C3)C4)cc2)c1Br,i,2,-6%,-0.24,-0.19,0.18,-1.3,-5%,3.2,1.9,1.1,nt,nt,-1.8%,i,-7,755
Cn1nnnc1Sc1ccc([N+](=O)[O-])cc1Cl,i,-4,-6%,2,-0.21,1.2,-0.98,4%,1.7,2.8,6.8,nt,nt,-1.8%,i,-12,679
CCOC(=O)C1=C(C)Nc2nc(C)nn2C1c1ccc(OCC)c(OC)c1 (centres undefined),i,29,9%,1.3,1,1.3,-1.3,2%,1.2,1.1,4.1,-0.07,1368,-0.7%,nt,2,750

# P. falciparum M1AAP, what is marked active above
smiles	M17LAP inhibition	Dynein transport	Dynein transport cytoplasmic EGFP	Dynein transport nuclear GR-EGFP	Dynein transport cell count	P. falciparum M1AAP	MT stabilize HCS Hoechst-high %
COc1ccc(C(=O)NNC(=O)CSc2nnc(-c3ccc(O)cc3)n2C)cc1	17%	-0.9	-0.3	-0.88	1.5	57µM*	2.5
